EBNA-1 inhibitor – EBNA-1 DNA-binding inhibitors, primary screen, biochemical, fluorescence polarization; 0.34% of 300,000 active; inhibition, % at 14.8 µM; in the data active = inhibition above about 28%
ZTA DNA inh – blocks Epstein-Barr virus ZTA, an EBNA-1 counter-screen. P03206. ZTA-DNA binding, fluorescence polarization. inhibition, % at 11 µM. 0.15% of 320,000 active. AID 2234; in the data active = inhibition above about 33%
LAP4 TOR yeast – modulators of LAP4-GFP expression in yeast, primary screen, S. cerevisiae, multiplex flow cytometry, MLPCN library. 0.34% of 320,000 active. 3 h; median GFP as percent of DMSO wells. AID 2023, 2009. GFP response vs DMSO, % at 10 µM;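 active = GFP response vs DMSO above a set limit, about the screen mean plus 3 SD, cut at about 150% in these data; inconclusive = under 70 cell events counted for the yeast strain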
AHR act – AHR activators, primary screen, cell-based, luminescence, luciferase reporter, human; Aryl hydrocarbon receptor (Homo sapiens), P35869; AHR-responsive luciferase reporter cells; activation, % at 5 µM; 2.5% of 320,000 active; in the data active = activation above about 47%;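 note: 0% = vehicle wells and 100% = reference agonist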
Target sequence (P35869 whole entry, looked up): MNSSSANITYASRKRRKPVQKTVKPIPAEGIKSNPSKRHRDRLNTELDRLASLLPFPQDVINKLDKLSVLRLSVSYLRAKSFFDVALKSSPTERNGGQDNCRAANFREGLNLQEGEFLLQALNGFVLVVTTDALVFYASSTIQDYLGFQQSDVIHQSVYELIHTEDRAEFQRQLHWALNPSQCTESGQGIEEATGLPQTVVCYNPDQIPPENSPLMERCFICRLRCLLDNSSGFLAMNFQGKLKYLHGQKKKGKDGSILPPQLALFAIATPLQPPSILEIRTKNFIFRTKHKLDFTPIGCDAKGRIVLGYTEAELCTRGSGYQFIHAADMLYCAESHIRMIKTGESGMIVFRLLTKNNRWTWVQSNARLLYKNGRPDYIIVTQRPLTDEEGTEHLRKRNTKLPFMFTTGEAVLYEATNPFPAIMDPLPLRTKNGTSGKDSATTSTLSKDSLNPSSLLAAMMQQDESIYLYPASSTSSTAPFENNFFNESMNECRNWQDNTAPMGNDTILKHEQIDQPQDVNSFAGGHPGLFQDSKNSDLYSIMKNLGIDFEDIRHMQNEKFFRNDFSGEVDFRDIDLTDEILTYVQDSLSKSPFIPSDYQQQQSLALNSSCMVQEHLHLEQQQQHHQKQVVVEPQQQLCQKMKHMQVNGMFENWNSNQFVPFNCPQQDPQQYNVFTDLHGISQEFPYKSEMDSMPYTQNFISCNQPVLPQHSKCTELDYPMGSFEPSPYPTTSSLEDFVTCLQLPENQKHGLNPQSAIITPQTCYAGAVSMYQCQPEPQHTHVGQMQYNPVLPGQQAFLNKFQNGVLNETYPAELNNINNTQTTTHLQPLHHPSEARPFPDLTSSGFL
MEP2-GFP yeast – modulators of MEP2-GFP levels in yeast, primary screen, S. cerevisiae, multiplex flow cytometry, MLPCN library | 0.51% of 330,000 active | GFP response vs DMSO, % at 10 µM | S. cerevisiae MEP2-GFP strain, 3 h; 100% = DMSO control level;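 active = GFP response versus DMSO above a set limit, roughly screen mean plus 3 SD, cut at about 180% in these data; inconclusive = fewer than 70 cells counted for a yeast strain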;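 note: median GFP fluorescence of the barcode-gated MEP2-GFP cells per well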
proCasp7 act – procaspase-7 activators, primary screen, counter-screen for procaspase-3 activator project, biochemical, absorbance, HTS, human. recombinant procaspase-7, Ac-DEVD-pNA absorbance 405 nm; D23A/D198A/D206A triple mutant, cannot self-cleave; scale: DMSO 0, 5 µM enzyme 100. activation, % at 8.5 µM. Caspase-7 (Homo sapiens), P55210. 0.093% of 330,000 active. AID 463210, 2010;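 active = percent activation above the screen-wide mean plus 3 SD, cut at about 25% in these data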
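System: Uncleavable procaspase-7 mutant enzyme; Amount: 2 µM procaspase-7 mutant as dispensed; Schedule: 1 h compound preincubation, 2 h substrate cleavage, 25 °C; Measured by: 405 nm absorbance of p-nitroaniline; Evaluation: percent activation from buffer-corrected 0–120 min absorbance change; Control set: low DMSO alone, high DMSO plus 5 µM PC-7.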
procasp3 activ – activators of human procaspase-3 D3A mutant, primary screen, biochemical, absorbance, PC-3 D3A mutant, single concentration; Caspase-3 (Homo sapiens), P42574; recombinant procaspase-3 D3A, Ac-DEVD-pNA absorbance 405 nm; activation, % at 8.5 µM; 0.11% of 330,000 active; AID 463141, 2010;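 active = activation above the mean of all tested compounds plus 3 SD, cut at about 21% in these data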;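 note: 0% = DMSO alone and 100% = DMSO wells spiked with extra 5 µM PC-3 D3A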
Target sequence (P42574 whole entry D9A/D28A/D175A): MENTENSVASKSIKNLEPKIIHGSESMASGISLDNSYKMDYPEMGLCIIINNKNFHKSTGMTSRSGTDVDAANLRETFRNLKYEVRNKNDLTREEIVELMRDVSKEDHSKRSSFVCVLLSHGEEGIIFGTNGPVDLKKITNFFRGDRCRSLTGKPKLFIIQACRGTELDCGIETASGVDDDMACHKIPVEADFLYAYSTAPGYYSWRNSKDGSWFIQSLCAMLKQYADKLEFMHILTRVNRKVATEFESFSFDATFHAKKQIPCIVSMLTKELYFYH
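Evaluation: percent activation relative to control range; Material: Procaspase-3 D3A mutant, all three cleavage aspartates alanine; Compound: single dose, 8.5 µM nominal compound, 0.8% DMSO; Replication: one well per compound; Signal: absorbance at 405 nm, 0 and 120 min; Schedule: 1 h preincubation plus 2 h reaction at 25 °C.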
RPL19A-GFP yeast – RPL19A-GFP expression modulators in yeast, primary screen, cell-based, S. cerevisiae, multiplex flow cytometry, MLPCN. S. cerevisiae RPL19A-GFP strain, 3 h; active compounds read low. percent response vs DMSO, % at 10 µM. 0.3% of 330,000 active;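 active = percent response vs DMSO below 50%; inconclusive = fewer than 70 events counted for the yeast strain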;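 note: median channel GFP fluorescence of the barcoded RPL19A-GFP strain; ratio of sample median GFP to plate DMSO average so 100% = DMSO; lower means less RPL19A-GFP as with rapamycin TOR inhibition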
Starred values were filed as active, the others as inactive; ? = inconclusive; . = no result given; [ ] = another dose, or the depositor's remark.

SMILES	EBNA-1 inhibitor	ZTA DNA inh	LAP4 TOR yeast	AHR act	MEP2-GFP yeast	proCasp7 act	procasp3 activ	RPL19A-GFP yeast
CC(C)CCC(C)NC(=O)Cc1ccc(S(=O)(=O)N2CCOCC2)s1 (stereo not given)	-2.3	2.5	90.7	-3.2	105.7	2.0	-6.2	100.4
CCCS(=O)(=O)c1nc(C)cc(C)c1S(C)(=O)=O	-8.9	6.2	93.7	-2.9	97.5	-2.4	-1.3	95.5
NS(=O)(=O)c1ccc(NC(=O)COC(=O)c2ccc([N+](=O)[O-])s2)cc1	0.4	0.8	113.4	1.3	116.0	1.9	-2.0	104.4
CN(Cc1ccc(Cl)cc1Cl)C(=O)CN1C(=O)NC2(CCCC2)C1=O	0.4	-6.6	93.6	5.9	92.6	-0.5	6.5	96.0
O=C(C1CCCO1)N1CCN(C(=S)Nc2ccccc2Cl)CC1 (stereo not given)	4.7	7.0	92.7	2.1	98.1	-14.4	-8.6	101.1
COc1cc2ccccc2cc1C(=O)N1CC(C)CC(C)C1 (stereo not given)	7.3	-3.8	67.0	3.3	86.6	4.4	-0.1	94.6
CN(C)CCNC(=O)/C=N/O	8.6	-12.6	94.6	0.3	100.0	-1.9	-0.1	104.2
Nc1[nH]c(=O)[nH]c(=O)c1N=Nc1cccc(Cl)c1	2.4	5.6	101.0	3.8	105.8	-6.8	7.0	106.5
Cc1nnc2ccc(N3CCCC3)nn12	-4.5	-2.9	97.6	-0.5	119.6	1.0	2.4	100.2
COc1cccc(CNC(=O)C2CCCN(c3nn4c(=O)cc(C)nc4s3)C2)c1OC (stereo not given)	4.1	-13.3	106.8	-0.1	104.3	7.7	1.4	109.0
CC(=O)Nc1sc2c(c1C(N)=O)CCC2	-7.6	-5.3	117.2	2.2	114.7	9.3	-6.7	99.6
CC(/C=C/c1ccccc1)=N/NC(=O)c1cc([N+](=O)[O-])cc([N+](=O)[O-])c1	6.8	14.3	99.5	1.2	104.1	10.5	8.7	96.9
COc1ccc(CCN(C)C(=O)CSc2nccn2C)cc1OC	0.8	4.3	104.1	3.2	100.2	3.7	-1.6	100.7
COc1cccc(NC(=O)CSC2=NN3CCCC(=O)N=C3S2)c1	-0.4	3.5	91.8	0.3	101.6	5.3	-6.4	97.1
C/C(=N\Nc1ncc(Cl)cc1Cl)c1ccc2c(c1)OCO2	1.9	1.3	97.7	30.4	107.6	-11.7	0.8	110.0
Cc1cccc(C)c1Nc1nnc(SCc2nc3ccccc3s2)s1	3.0	1.6	95.8	17.9	88.2	-11.8	-21.9	91.5
CCOC(=O)C1=C(C)NC(=O)NC1c1ccc(-c2ccc(Cl)cc2)o1 (stereo not given)	-6.9	-6.9	105.6	9.3	104.9	-10.3	-5.1	101.2
CCOC(=O)c1c(-c2ccccc2)csc1NC(=O)C(C)NCc1ccco1 (stereo not given)	7.0	-15.4	97.0	13.3	105.2	1.8	-0.4	107.0
Cc1cc(C)cc(N(CC(=O)O)S(=O)(=O)c2c(C)[nH]c(=O)[nH]c2=O)c1	-6.8	-2.1	96.9	1.8	91.5	6.8	-1.2	97.1
CCN(CC)CCNC(=O)CNC(=S)N(CCCN1CCOCC1)Cc1cccs1	-4.3	-8.9	102.4	0.8	105.8	2.9	0.6	106.7
OC(CNC1CCCCC1)COCCOc1ccc(Br)cc1 (stereo not given)	1.1	13.0	93.3	3.4	101.0	3.9	-3.2	104.9
CN1CCN(S(=O)(=O)c2ccc(-c3noc(C4CCN(S(C)(=O)=O)CC4)n3)cc2)CC1	-0.2	22.3	99.2	-3.7	106.5	1.7	-9.3	98.4
CSc1nccc(-c2c(-c3ccc(Cl)cc3)noc2C)n1	1.2	-4.1	106.3	1.5	98.3	0.9	5.1	92.8
COc1ccc(C(=O)Nc2nc3ccccc3s2)cc1	-0.7	5.8	73.3	-3.2	87.0	-5.4	-4.9	87.8
O=C(CNC1=NCCC1)c1ccc2c(c1)OCCO2	2.4	-0.1	110.3	18.1	110.1	8.0	3.1	103.4
CCOC(=O)CC1=C(C(=O)OCC)C(c2ccc(OC)cc2OC)C(C#N)=C(N)O1 (stereo not given)	0.3	-0.8	101.2	3.4	107.5	4.9	-5.2	101.5
Cc1cccc(NC(=O)CSc2ccc(-c3ccccn3)nn2)c1C	-3.5	-13.0	116.2	8.2	96.7	-6.0	-5.3	99.0
O=C(NCCc1ccccc1)c1ccc(CS(=O)(=O)Cc2ccccc2F)o1	6.2	1.9	81.1[may fluoresce red]	5.5	93.2[may fluoresce red]	15.2	-4.5	?
COc1ccc(N(CC(=O)NCc2ccccc2)C(=O)Cn2nnc(-c3ccccc3F)n2)cc1OC	-11.6	3.5	100.7	-0.5	102.2	-3.8	1.9	99.1
CCN(CC)CCOC(=O)c1ccc(N/C=C(/C#N)c2nc(-c3ccc4c(c3)OCO4)cs2)cc1	-14.5	16.2	98.9	17.2	97.1	-0.5	-3.3	89.2
OC(COC(c1ccc(Cl)cc1)c1ccc(Cl)cc1)CN1CCCC1 (stereo not given)	-17.0	0.5	108.6	0.2	100.9	2.2	4.0	99.6
Cc1cc(/C=C2/SC(=S)N(c3ccc([N+](=O)[O-])cc3)C2=O)c(C)n1-c1cccnc1	5.2	2.6	114.6	7.7	144.2	0.6	-5.9	103.0
CCS(=O)(=O)N1CCN(c2ccc([N+](=O)[O-])c(NCc3cccnc3)c2)CC1	-1.9	1.4	88.5	4.3	100.8	-2.6	-2.1	97.5
CN(Cc1ccccn1)C(=O)c1ccc2nc(Cc3cccc(Cl)c3)oc2c1	-5.8	26.0	108.1	-3.4	109.4	-5.9	0.4	102.6
COC(=O)C1=C(O)/C(=C/c2ccc(OCC(=O)Nc3ccccc3)cc2)N=C1C	14.7	9.2	?	-3.1	?	-1.8	11.0	?
COc1cccc(CNC(=O)CCC2CCCN(C(=O)CCn3cncn3)C2)c1 (stereo not given)	9.8	-9.2	100.9	-1.5	101.9	7.1	-1.1	97.0
CC1=CC2=NC(=O)CC(C)(C(=O)N(CC(=O)NC3CCCC3)Cc3ccc(Cl)cc3)N2C=C1 (stereo not given)	4.6	12.7	104.6	-1.2	106.3	9.4	7.4	100.4
O=C(CCC(=O)c1cccs1)NNC(=O)c1cc(Cl)ccc1Cl	.	.	92.7	1.4	107.0	-6.4	-2.5	104.0
CCN(CC)S(=O)(=O)c1cccc(S(=O)(=O)c2cccc(S(=O)(=O)N(CC)CC)c2)c1	-12.3	3.9	96.1	-3.3	90.4	-2.4	-4.8	95.3
COc1ccc(N2Nc3n[nH]c(N)c3N2)cc1	-1.4	0.5	99.2	6.8	102.5	-6.1	-1.9	98.4
O=C(OCc1cccc(F)c1)c1ccc2c(c1)-c1ccccc1C2=O	-2.3	-4.5	114.6	-3.1	110.2	-10.9	-2.1	98.8
CC1C=CCC2C(=O)N(c3cccc(C(=O)N4CCCCCC4)c3)C(=O)C12 (stereo not given)	6.8	12.0	97.9	1.9	103.1	-3.1	6.0	102.5
COc1ccccc1NC(=O)C(C)OC(=O)C1CC(=O)N(c2ccc3c(c2)OCCO3)C1 (stereo not given)	4.8	-2.4	93.0	1.4	102.5	2.6	1.3	93.5
Cc1cccc(C(=O)Oc2ccccc2/C=N/Nc2ccc([N+](=O)[O-])cc2)c1	34.4*	4.5	89.9	1.9	97.1	-2.5	-0.7	97.5
O=C(CN1CCN(C(=O)N2CCOCC2)CC1)Nc1ccc(Br)cc1	6.9	11.2	85.0	10.3	86.4	0.4	4.8	98.8
CC(C(=O)Nc1ccc(S(=O)(=O)N2CCOCC2)cc1)N1C(=O)C2CC=CCC2C1=O (stereo not given)	-8.8	10.5	95.5[may fluoresce violet]	5.8	104.9[may fluoresce violet]	-5.7	7.2	78.7[may fluoresce violet]
CCCCC(=O)N=c1sc2c(OC)ccc(OC)c2n1C	-0.8	0.1	104.5	3.6	103.6	3.7	-8.1	100.1
COCCN1C(=S)N[C@@H](c2cccc(F)c2)C(C(=O)OC)=C1C	6.9	-0.7	111.2	0.8	86.4	-3.3	0.3	93.9

Six entries from above, with values under each structure.
Below each SMILES: EBNA-1 inhibitor | ZTA DNA inh | LAP4 TOR yeast | AHR act | MEP2-GFP yeast | proCasp7 act | procasp3 activ | RPL19A-GFP yeast
COc1ccc(N(CC(=O)NCc2ccccc2)C(=O)Cn2nnc(-c3ccccc3F)n2)cc1OC
  -11.6 | 3.5 | 100.7 | -0.5 | 102.2 | -3.8 | 1.9 | 99.1
CCN(CC)CCOC(=O)c1ccc(N/C=C(/C#N)c2nc(-c3ccc4c(c3)OCO4)cs2)cc1
  -14.5 | 16.2 | 98.9 | 17.2 | 97.1 | -0.5 | -3.3 | 89.2
OC(COC(c1ccc(Cl)cc1)c1ccc(Cl)cc1)CN1CCCC1 (stereo not given)
  -17.0 | 0.5 | 108.6 | 0.2 | 100.9 | 2.2 | 4.0 | 99.6
Cc1cc(/C=C2/SC(=S)N(c3ccc([N+](=O)[O-])cc3)C2=O)c(C)n1-c1cccnc1
  5.2 | 2.6 | 114.6 | 7.7 | 144.2 | 0.6 | -5.9 | 103.0
CCS(=O)(=O)N1CCN(c2ccc([N+](=O)[O-])c(NCc3cccnc3)c2)CC1
  -1.9 | 1.4 | 88.5 | 4.3 | 100.8 | -2.6 | -2.1 | 97.5
CN(Cc1ccccn1)C(=O)c1ccc2nc(Cc3cccc(Cl)c3)oc2c1
  -5.8 | 26.0 | 108.1 | -3.4 | 109.4 | -5.9 | 0.4 | 102.6

(continued)
SMILES	EBNA-1 inhibitor	ZTA DNA inh	LAP4 TOR yeast	AHR act	MEP2-GFP yeast	proCasp7 act	procasp3 activ	RPL19A-GFP yeast
CCc1nc(NCCCN2CCOCC2)c2oc3ccccc3c2n1	-9.8	-6.8	114.5	7.8	110.0	6.3	3.2	107.3
COC(=O)CNC(=O)CSc1ccccn1	-5.4	-12.2	107.8	1.8	103.1	1.8	4.1	92.8
COc1ccccc1NC(=O)CSc1nnc(NC(=O)c2ccco2)s1	4.3	5.0	104.8	-1.9	102.5	-4.0	7.1	103.5
Cc1nc([N+](=O)[O-])nn1C12CC3CC(CC(Br)(C3)C1)C2	-1.9	-19.3	109.4	-0.2	109.8	-29.6	-11.4	97.4
CCSc1nnc(NC(=O)c2csc3c2CCC(C)C3)s1 (stereo not given)	8.2	11.1	113.3	6.4	95.3	12.3	11.0	96.0
O=C(N/N=C/c1ccc([N+](=O)[O-])cc1)c1cc2ccccc2o1	6.7	-1.2	122.4	1.1	97.6	1.3	9.6	108.6
CN1C(=O)/C(=C/c2ccc(OCc3ccccc3F)cc2)NC1=S	1.0	-1.2	92.4	2.7	115.8	4.7	1.2	104.4
O=C(Nc1cccnc1)C1=NN(C2CCS(=O)(=O)C2)C(=O)CC1 (stereo not given)	5.7	29.2	93.5	1.8	104.6	7.2	5.5	101.1
CNC(=O)NC(=O)COC(=O)CCc1nc(=O)c2ccccc2n1C	2.5	1.3	103.7	-0.8	100.3	0.3	4.3	97.6
O=C(OCC#CCSc1nnc(-c2cccc3ccccc23)o1)c1ccc(Cl)cc1	.	.	101.2	-1.4	104.9	-0.8	-0.9	104.5
O=C(NCCc1c[nH]c2ccccc12)c1ccc(S(=O)(=O)NCc2ccco2)cc1	7.3	-4.0	112.3	27.6	103.0	4.9	-0.7	105.4
Nc1ncnc(Nc2cccc(Cl)c2Cl)n1	6.6	-13.7	99.0	-4.1	100.5	1.3	1.8	101.6
c1ccc(-c2csc3ncnc(N4CCOCC4)c23)cc1	4.3	5.9	96.9	-0.7	96.7	4.8	-4.5	95.3

Bioassay records: PubChem BioAssay, several laboratories
